# Screens as filed in PubChem.
# CCHFV vOTU inh: CCHFV vOTU protease inhibitors, primary screen, biochemical, Pep-AMC substrate, fluorescence; Crimean-Congo hemorrhagic fever virus L polyprotein viral ovarian tumor (vOTU) protease …; inhibition, % at 11.5 µM; 0.55% of 370,000 active; in the data active = inhibition above about 30%; note: 0% = vehicle wells with enzyme and 100% = no enzyme wells
# BoNT-F LC inh: BoNT/F light chain protease inhibitors, primary screen, biochemical, flow cytometry, MLPCN library. Multiplex microsphere protease cleavage assay. 0.22% of 360,000 active. inhibition, % at 10 µM. Botulinum neurotoxin type F light chain protease (Clostridium botulinum); in the data active = inhibition above about 35%, passing the limit was not always enough; inconclusive = no clear call, values can overlap the other calls; note: plate controls were buffer without enzyme for full effect and enzyme alone for no effect
# 3CLpro inhibitor: SARS-CoV 3CLpro protease inhibitors, primary screen, biochemical, quenched FRET; Replicase polyprotein 1ab (Severe acute respiratory syndrome coronavirus), P0C6X7; recombinant SARS-CoV 3CLpro, quenched FRET peptide cleavage; inhibition, % at 6 µM; AID 1706, 2009; 0.14% of 290,000 active; in the data active = inhibition above about 12%
# SSB-PriA inh: inhibitors of Klebsiella pneumoniae PriA binding to SSB C-terminal tail, primary screen, biochemical, AlphaScreen. AlphaScreen SSBct-PriA binding, biotinylated peptide. inhibition, % at 33 µM. 0.6% of 430,000 active. AID 1272365, 2023; in the data active = inhibition mostly above about 37%, no sharp cut-off; inactive = mostly below about 20%;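 note: plate controls were negative control peptide for no effect and reference peptide for full effect; strong numbers were not always called active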
# BoNT-A LC inh2: BoNT/A light chain protease inhibitors, primary screen, biochemical, flow cytometry, MLPCN library. AID 588499, 2011. multiplex microsphere protease substrate cleavage. inhibition, % at 10 µM. 0.17% of 360,000 active; note: plate controls were buffer without enzyme for full effect and enzyme alone for no effect
# Anthrax LF inh2: Bacillus anthracis LF protease inhibitors, primary screen, biochemical, multiplex microsphere, MLPCN library | Lethal factor (Bacillus anthracis), P15917 | multiplex microsphere protease cleavage assay | inhibition, % at 10 µM | 0.12% of 360,000 active; note: plate controls were buffer without enzyme for full effect and enzyme alone for no effect
# Rv3671c inh: Rv3671c serine protease inhibitors, primary screen, biochemical, fluorescence polarization, M. tuberculosis H37Rv | P9WHR9 | inhibition, % at 5.96 µM | 0.048% of 320,000 active | AID 2606, 2010; in the data active = inhibition above about 38%;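 note: extracellular domain of Rv3671c used as enzyme; 0% = enzyme with DMSO and 100% = no enzyme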
# Target sequence (P9WHR9 whole entry, looked up, the tested form may be a part): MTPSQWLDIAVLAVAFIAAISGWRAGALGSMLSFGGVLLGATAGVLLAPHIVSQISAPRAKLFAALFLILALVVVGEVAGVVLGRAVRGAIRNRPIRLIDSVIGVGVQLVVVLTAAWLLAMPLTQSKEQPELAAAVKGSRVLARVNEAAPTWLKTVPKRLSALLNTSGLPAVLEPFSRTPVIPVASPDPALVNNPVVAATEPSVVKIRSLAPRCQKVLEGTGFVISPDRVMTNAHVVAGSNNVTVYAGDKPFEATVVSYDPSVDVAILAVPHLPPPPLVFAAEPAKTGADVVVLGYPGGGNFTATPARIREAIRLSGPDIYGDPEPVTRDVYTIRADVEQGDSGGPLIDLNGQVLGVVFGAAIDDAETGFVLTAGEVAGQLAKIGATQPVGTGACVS
# DUSP3 inh: VHR1 phosphatase inhibitors, primary screen, biochemical, absorbance, uHTS; Dual specificity protein phosphatase 3 (Homo sapiens), P51452; recombinant VHR phosphatase, pNPP absorbance; inhibition, % at 13.3 µM; 0.52% of 290,000 active; in the data active = inhibition above about 50%; note: some compounds called inactive have numbers as strong as hits
# Target sequence (P51452 whole entry, looked up): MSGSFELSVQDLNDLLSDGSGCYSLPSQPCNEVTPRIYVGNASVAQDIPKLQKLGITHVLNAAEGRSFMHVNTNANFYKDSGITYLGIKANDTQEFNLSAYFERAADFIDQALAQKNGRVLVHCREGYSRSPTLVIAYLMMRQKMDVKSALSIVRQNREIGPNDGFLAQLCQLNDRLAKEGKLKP
# PrPC surface inh: inhibitors of human cell surface prion protein PrPC, primary screen, cell-based, TR-FRET. Major prion protein (Homo sapiens), P04156. TR-FRET read-out. inhibition, % at 13.8 µM. 0.43% of 370,000 active; in the data active = inhibition above about 24%; note: 0% = median of the test wells and 100% = reference compound wells
# MazF activator: activators of E. coli MazEF toxin-antitoxin RNase, primary screen, biochemical, fluorescence, uHTS | Endoribonuclease toxin MazF (Escherichia coli (strain K12)), P0AE70 | FAM/BHQ RNA-DNA oligo cleavage fluorescence, 5 h | activation, % at 20 µM | 0.32% of 350,000 active; in the data active = activation above about 50%
# Target sequence (P0AE70 whole entry, looked up): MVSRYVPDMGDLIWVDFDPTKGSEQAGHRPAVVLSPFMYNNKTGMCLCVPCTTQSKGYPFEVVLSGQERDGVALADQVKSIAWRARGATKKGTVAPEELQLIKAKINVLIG
# * hit, by the source's call; ? = inconclusive; · = not tested or not shown. Cut-off read from the data, not from the text of the source, unless noted: active = inhibition above about 30%; inconclusive = no clear call, values can overlap the other calls; inactive = below that. An excerpt (hit frequency here may not be typical).
# Values run as follows: CCHFV vOTU inh	BoNT-F LC inh	3CLpro inhibitor	SSB-PriA inh	BoNT-A LC inh2	Anthrax LF inh2	Rv3671c inh	DUSP3 inh	PrPC surface inh	MazF activator
COc1cccc(C2=NOC(C(=O)Nc3ccccc3SC)C2)c1 (centres undefined)
    2	-4	3	1	-0.5	-1	-3	25	2	3
S=C(Nc1ccc(Cl)cc1Cl)N1CCOCC1
    -11	4	0	-5	-0.1	3	-11	-2	0	1
O=C(c1ccc([N+](=O)[O-])cc1)N(Cc1ccccc1)c1ccccn1
    -1	4	2	-16	0.5	-7	0	9	-21	8
COC(=O)c1ccccc1NC(=O)c1cc(C)no1
    -10	-15	3	2	-1.2	-2	-4	-32	1	6
O=C(c1ccccc1Cl)N1CCN(C(=O)C2CCCO2)CC1 (centres undefined)
    -3	·	·	-6	·	·	·	·	-1	7
CCCNC(=O)COC(=O)c1ccccc1OCC(=O)Nc1ccc(Br)cc1
    13	8	2	-8	1.9	0	0	4	-2	-22
Cc1cc(C)cc(NC(=O)CC23CC4CC(C2)CC(n2nnc(C)n2)(C4)C3)c1
    -4	-9	-5	-5	-0.7	-1	-4	5	10	-13
CC(C)n1cc(CN2CCC(Oc3ccc(C(=O)N4CCCCC4)cc3)CC2)cn1
    -5	7	-2	0	-0.2	-1	·	0	-1	4
CCc1cc(=O)oc2cc(OCC(=O)O)c(Cl)cc12
    -14	19	0	-16	0.1	3	1	-9	-2	-4
CCOC(=O)Cn1nc2oc(=O)c(CCN3CCN(c4ccccc4OC)CC3)c(C)c2c1C
    -9	4	·	·	0.4	7	·	·	2	3
CC12CCC(=O)CC1CCC1C2C(=O)CC2(C)C1CCC2(C)O (centres undefined)
    -15	5	·	-14	0.3	-3	·	·	-7	8
CSc1ncccc1C(=O)NCc1ccc(C)cc1
    5	2	-1	-30	-0.5	-7	4	-4	-2	1
CC1CCN(c2ccc3nnc(CCC(=O)N4CCN(c5ccc(F)cc5)CC4)n3n2)CC1
    14	-2	5	1	-0.4	-4	7	-27	40*	-2
COc1cccc(CNC(=O)C2CCN(S(=O)(=O)c3cnc[nH]3)CC2)c1
    2	-31	1	-3	-1.1	-1	-1	-8	-4	4
O=C(CNc1cccc(S(=O)(=O)N2CCCCC2)c1)Nc1ccc(C(F)(F)F)cc1
    8	-2	·	·	0.3	2	·	·	16	10
CCN(CC(=O)Nc1cc(Cl)ccc1C)C(=O)CSCc1ccccc1
    6	-11	·	-2	-1.5	-1	·	·	4	7
Cc1ccccc1-c1csc(N)n1
    25	1	·	-3	-0.9	0	·	·	5	8
O=Cc1ccc(-c2ccccc2C(=O)O)o1
    12	16	-2	-8	4.0	3	13	-10	0	13
COc1ccc(N(CC(=O)N2CCCC2)S(C)(=O)=O)cc1
    -8	?	0	-2	-0.3	4	-4	-40	3	8
Cc1cc(C(=O)COC(=O)c2ccc(NC(=O)CC#N)cc2)c(C)n1CCc1ccc(F)cc1
    9	-6	·	-9	0.0	-5	-74	·	-4	-27
O=C(NCCCN1CCOCC1)c1cc(-c2ccc(Br)cc2)nc2ccccc12
    -7	-6	·	4	1.7	-2	10	·	-16	0
O=c1[nH][nH]c2c1[C@H](c1ccc(F)cc1)O[C@H](C1CCCCC1)C2
    4	0	·	·	-0.2	-3	·	·	4	·
CSc1nnc(-c2ccc(O)cc2)n1C
    -5	4	1	-6	4.6	2	-7	-10	-6	12
O=C(c1ccc(Br)o1)N(c1ccccn1)C1CCCCC1
    -13	-4	0	-13	0.2	1	3	-10	-4	5
CCOC(=O)Cn1c(=O)oc2cc(S(=O)(=O)N3CCN(c4ccccn4)CC3)ccc21
    -1	-2	-1	-13	0.1	-4	5	32	-2	-10
Cn1c(SCc2cccc3ccccc23)nnc1-c1ccco1
    1	-4	-2	10	0.2	1	-1	10	4	0
CC(=O)Nc1cccc(C(=O)OCc2ccc([N+](=O)[O-])cc2)c1
    8	0	4	-3	0.2	-1	-8	15	-4	0
COc1cc2nc(Nc3ccc(C)c(Cl)c3)nc(N)c2cc1OC
    -18	-31	-6	5	-3.9	-7	74*	20	5	-22
O=C(COC(=O)CNS(=O)(=O)c1ccc(Br)cc1Cl)NCCc1ccccc1
    13	-1	-1	-12	2.2	3	-2	-6	-6	-2
CCc1cccc(NC(=O)Cn2cccc2)c1
    -4	-2	-3	9	-1.4	-4	1	19	-2	4
COc1cc(/C=N/N2C(=O)CSC2=S)cc(Br)c1O
    10	-5	2	·	-0.6	-3	·	5	1	-9
Cc1ccc(CNC(=O)c2c(C)cc(=O)oc2C)cc1
    10	3	-3	-7	-0.7	-3	-1	7	-5	4
C=CCc1cccc2cc(C(=O)N3CCN(C(=O)c4ccccc4)CC3)c(=O)oc12
    -11	-2	-9	-2	-1.8	-4	-3	-9	3	-5
CC1=CC(=O)C(C(C)C)=C/C1=N\OC(=O)c1cccc2nc(C)oc12
    -6	1	-1	·	1.5	4	-6	15	-4	15
COC(=O)C1Sc2[nH]c(=O)sc2C2c3ccccc3OC(=O)C12 (centres undefined)
    -1	-1	-5	-6	1.1	0	0	28	1	4
Cc1nccn1CC(O)COc1ccc(Cl)cc1Cl (centres undefined)
    -13	·	1	-1	·	·	5	-3	4	0
Cn1nccc1C(=O)N1CCN(c2cccc(C(F)(F)F)c2)CC1
    -8	-1	-3	-13	-0.3	4	-7	18	-1	-1
CCOC(=O)CC1C(=O)NCCN1c1nc2ccc(C)cn2c(=O)c1/C=C1\SC(=S)N(CC(C)C)C1=O (centres undefined)
    ·	13	0	-14	21	14	-39	25	·	-418
O=[N+]([O-])c1cc(S(=O)(=O)N2CCCC2)ccc1N/N=C1/CCCc2ccccc21
    -8	-1	-2	·	-0.2	-2	-8	7	-4	2
Cc1cc(C)cc(N(C(=O)C2CCCC2)C2C=CS(=O)(=O)C2)c1 (centres undefined)
    -16	-6	-1	11	-1.3	-2	-4	2	-1	4
Cc1ccc(C)c(S(=O)(=O)Nc2cc(SCC(=O)O)c(O)c3ccccc23)c1
    ·	1	10	10	0.9	-1	-147	-12	·	-1
COc1ccccc1-c1nc(S(=O)(=O)c2ccc(Cl)cc2)c(N(C)C)o1
    -13	7	1	-11	1.9	4	5	0	-3	2
Cc1cc(-c2n[nH]c(=S)n2Cc2ccco2)nn1C
    0	13	4	-4	0.3	2	-14	16	-6	4
O=C(COC(=O)c1ccccc1Oc1ccccc1)NC1CCS(=O)(=O)C1 (centres undefined)
    0	5	-6	-13	-0.6	0	5	2	0	9
COc1ccc(-c2ccc(=O)n(Cc3ccccc3)n2)cc1
    -5	?	3	-24	-0.2	4	0	11	-12	3
CCN1CCN(C(=O)c2nn(-c3ccccc3)c(=O)c3ccccc23)CC1
    0	2	-1	-16	2.4	-2	2	9	0	-5
CN(C)CCCN(C(=O)c1ccc(S(=O)(=O)N(C)C2CCCCC2)cc1)c1nc2ccc(F)cc2s1
    8	·	-2	4	·	·	5	10	-14	18
O=c1c(-c2cccc3ccccc23)[n+]([O-])c2ccccc2n1O
    12	3	-3	8	0.5	0	-6	14	-2	3
COc1ccc(/C=N/NC(=O)c2cc(O)c(O)c(O)c2)cc1Cn1cc([N+](=O)[O-])cn1
    4	-8	0	·	-0.4	-3	·	14	0	4
COc1ccc(CNC(=O)Cc2ccc(NC(=O)C3=C(C)OCCS3)cc2)cc1
    1	3	-4	-7	0.0	1	-4	32	11	5

# Following part.
# Values run as follows: CCHFV vOTU inh	BoNT-F LC inh	3CLpro inhibitor	SSB-PriA inh	BoNT-A LC inh2	Anthrax LF inh2	Rv3671c inh	DUSP3 inh	PrPC surface inh	MazF activator
Cc1nn2c(-c3ccc(F)cc3)ccnc2c1Cl
    7	?	-5	-36	1.3	-19	-1	14	-1	-2
C/C(=N/NC(=O)c1ccc(Cn2cccn2)o1)c1cccc(NC(=O)c2ccncc2)c1
    0	10	-2	·	0.2	-3	·	8	7	2
CCOc1nc(-c2ccccc2O)nc2ccccc12
    28	-4	-2	-12	-0.3	0	-6	10	-4	3
CCCn1c(SCC(=O)NC)nnc1C(C)C
    0	-8	-3	-12	-0.4	-2	5	35	2	6
O=C(CN(C1CCCCC1)S(=O)(=O)c1ccccc1)N1CCCC1
    -16	4	-7	-13	-0.3	-2	2	-1	2	-3
CCCCCCSc1nnc(N)s1
    -2	?	-2	-12	0.1	20	-6	22	3	6
CCOc1cc2[nH]c(=O)n(CCC(=O)NCCc3ccccc3)c(=O)c2cc1OCC
    7	-2	0	-11	-1.7	-7	6	21	0	-35
CCC(C(=O)NC1CCCC1)N(C(=O)Cn1nnc(-c2ccc(C)o2)n1)c1cccc(OC)c1 (centres undefined)
    0	6	-6	0	1.8	-1	-5	34	4	-3
NC1CCN(c2c(F)cc3c(=O)c(C(=O)O)cn(C4CC4)c3c2Cl)C1 (centres undefined)
    7	-3	-4	-4	-0.7	-2	-2	24	-6	6
COc1ccc(F)cc1-c1cc(C(=O)NCc2cc(C(F)(F)F)cc(C(F)(F)F)c2)[nH]n1
    25	-6	·	·	-0.1	-5	·	·	-1	·
Cc1cccc(Nc2nc(N)nc(CN3CCN(C)CC3)n2)c1
    -4	-4	-4	10	-1.2	-1	-2	18	-4	10
CN1CCN(S(=O)(=O)c2ccc(NC(=S)NC(=O)C3CCCC3)cc2)CC1
    -2	-2	1	-2	0.2	-2	-5	12	-8	5
O=C1CCN(Cc2ccccc2)C=C1c1ccc2ccccc2c1
    21	-2	·	6	0.2	-2	2	·	-2	6
O=C(Nc1ccccc1Cl)OCc1cncs1
    -6	-6	-2	-13	0.4	-7	4	18	4	5
O=C(NC(Cc1ccccc1)C(=O)N1CCCCC1)c1ccccc1 (centres undefined)
    11	27	·	-4	4.4	16	-1	·	-2	3
Cc1ccc(-c2c(C(=O)N/N=C/c3cccs3)nnn2-c2nonc2N)cc1
    ·	0	6	·	1.2	-1	-4	10	·	18
CC1CCN(C(=O)c2ccc(CNS(=O)(=O)c3ccc(C(C)(C)C)cc3)cc2)CC1
    33*	-9	·	4	-0.4	-8	1	·	7	2
CO/N=C/c1ccc(N2CCCC2)c([N+](=O)[O-])c1
    -5	-1	5	·	-0.3	-2	3	9	-21	1
CC1(C)Cc2c(sc(NC(=O)Cc3ccccc3)c2C#N)C(C)(C)N1
    -6	-1	·	·	0.1	6	·	·	-1	7
N#Cc1c(N)n(CCNC(=O)c2cccs2)c2nc3ccccc3nc12
    -197	-6	0	-22	1.4	-1	-6	22	-4	2
CC(C)(C)OC(=O)N[C@@H](Cc1c[nH]c2ccccc12)c1nnc(SCC(N)=O)o1
    9	3	0	-10	0.2	-8	8	18	-11	5
COc1cc([C@@H]2c3cc4c(cc3[C@@H](O)[C@H]3COC(=O)[C@H]23)OCO4)cc(OC)c1O[Si](C)(C)C(C)(C)C
    -3	2	·	1	-0.1	-7	-18	22	1	-10
CC(=O)Nc1ccc(NC(=O)CCC(=O)Oc2ccc(C)cc2)cc1
    -1	-5	-5	2	-0.5	14	-3	3	3	0
O=C(Nc1ccccc1)c1nc[nH]c1C(=O)N1CCc2ccccc2C1
    0	-1	·	-23	1.0	-10	-4	·	9	0
